A3A deaminase – inhibitors of human APOBEC3A DNA deaminase; AID 493011; P31941; hit rate 0.41% among 330,000; recombinant A3A, FAM/TAMRA ssDNA deamination fluorescence; inhibition, % at 20 µM;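 active = at least 40% inhibition at 20 µM here, with at most 30% in a related deaminase screen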;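 also: plate controls were A3A with DMSO for no effect and wells lacking A3A enzyme for full effect; some results filed as inactive read as strong as hits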
Target sequence (P31941 whole entry, looked up): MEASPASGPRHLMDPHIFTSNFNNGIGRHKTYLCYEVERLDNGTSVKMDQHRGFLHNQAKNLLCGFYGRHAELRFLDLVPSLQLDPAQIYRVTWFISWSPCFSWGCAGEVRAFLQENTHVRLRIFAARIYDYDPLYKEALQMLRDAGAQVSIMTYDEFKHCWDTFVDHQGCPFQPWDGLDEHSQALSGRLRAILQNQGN
Gli-Sufu antag – Gli-Sufu pathway antagonism; Sufu-KO-LIGHT fibroblasts, Gli luciferase reporter luminescence; hit rate 0.74% among 340,000; AID 588413; inhibition, % at 5 µM;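 active = inhibition above about 55%, limit read from the data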;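 also: 0% = DMSO-treated cells and 100% = wells with medium but no cells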
APOBEC3G inh – inhibitors of human APOBEC3G DNA deaminase; AID 493012; hit rate 0.28% among 330,000; Q9HC16; recombinant A3G, ssDNA deamination FAM/TAMRA fluorescence; inhibition, % at 20 µM;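 active = inhibition of at least 40% at 20 µM, with no more than 30% in the related APOBEC3A deaminase screen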;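 also: plate controls were DMSO wells with A3G for no effect and wells lacking A3G enzyme for full effect; some compounds called inactive have numbers as strong as hits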
GRIN3A LBD mod – modulators (binders) of human NR3A ligand-binding domain; hit rate 2.5% among 340,000; NR3A LBD differential scanning fluorimetry, Tm shift; 0% = protein alone, 100% = glycine-bound protein; Tm shift relative to glycine control, % at 25 µM; AID 1259313;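 active = melting temperature shift of at least 10% of the positive control shift, at one fixed dose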
CXCR6 inh – CXCR6 (human) receptor inhibition | O00574 | CHO-K1 PathHunter CXCR6 beta-arrestin, luminescence | inhibition, % at 20 µM | hit rate 0.36% among 360,000; in the data active = inhibition above about 34%, passing the limit was not always enough;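 also: antagonist mode with CXCL16 agonist at 10 nM final; 0% = 10 nM CXCL16 with DMSO and 100% = unstimulated wells without agonist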
CCR6 antag – blocks CCL20-driven beta-arrestin recruitment at human CCR6. P51684. CHO-K1 CCR6 PathHunter beta-arrestin, luminescence, CCL20-stimulated. inhibition, % at 20 µM. hit rate 0.49% among 340,000. AID 493098;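 active = compounds whose inhibition of the agonist-driven luminescence signal at 20 µM reaches about 50%, limit read from the data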;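 also: cells stimulated with CCL20 at 14 nM final; plate controls were DMSO with CCL20 for no effect and DMSO without agonist for full effect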
Target sequence (P51684 whole entry, looked up): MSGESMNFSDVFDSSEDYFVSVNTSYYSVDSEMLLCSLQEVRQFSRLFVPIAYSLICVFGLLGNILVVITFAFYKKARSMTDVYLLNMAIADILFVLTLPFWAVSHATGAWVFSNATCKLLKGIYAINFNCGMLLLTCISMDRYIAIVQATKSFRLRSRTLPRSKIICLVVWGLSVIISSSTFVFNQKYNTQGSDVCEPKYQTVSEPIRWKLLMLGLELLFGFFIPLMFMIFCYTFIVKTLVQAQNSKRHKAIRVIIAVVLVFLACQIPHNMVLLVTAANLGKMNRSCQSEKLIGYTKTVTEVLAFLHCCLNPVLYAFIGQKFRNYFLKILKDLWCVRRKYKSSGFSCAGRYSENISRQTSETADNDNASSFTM
MPTP inh – blocks calcium-induced mitochondrial swelling; isolated mouse mitochondria, Ca2+ swelling absorbance, 30 min; inhibition, % at 10 µM; hit rate 1.4% among 360,000;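 active = inhibition of 50% or more, scaled per plate between neutral and stimulator controls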;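 also: 0% = DMSO wells given calcium and 100% = 1 mM EGTA wells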
EBI2 antag – antagonists of human EBI2 receptor; AID 651636; P32249; hit rate 0.81% among 360,000; inhibition, % at 5 µM; EBI2 beta-arrestin recruitment, luminescence, 7a,25-OHC stimulated; in the data active = inhibition above about 38%;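 also: enzyme fragment complementation signal reports receptor beta-arrestin coupling in cells; 0% = agonist plus DMSO wells and 100% = wells without agonist; some results beyond the cut were filed as inactive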
Target sequence (P32249 whole entry, looked up, the tested form may be a part): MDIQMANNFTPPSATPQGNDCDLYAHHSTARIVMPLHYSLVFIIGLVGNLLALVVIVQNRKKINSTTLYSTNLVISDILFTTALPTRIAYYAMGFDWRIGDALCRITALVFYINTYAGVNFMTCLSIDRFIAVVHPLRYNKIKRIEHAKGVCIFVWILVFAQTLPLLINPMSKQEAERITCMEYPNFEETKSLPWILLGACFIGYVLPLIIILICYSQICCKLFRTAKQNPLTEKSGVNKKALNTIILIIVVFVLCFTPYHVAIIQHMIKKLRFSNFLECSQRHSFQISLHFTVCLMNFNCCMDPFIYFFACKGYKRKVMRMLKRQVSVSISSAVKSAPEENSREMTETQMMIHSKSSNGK
* hit, by the source's call; . = no result given.

The opening six records, to show the layout:
Structure	A3A deaminase	Gli-Sufu antag	APOBEC3G inh	GRIN3A LBD mod	CXCR6 inh	CCR6 antag	MPTP inh	EBI2 antag
O=C(NC1CCCC1)C(c1ccc(Cl)cc1)N(C(=O)c1csnn1)C1CC1 (centres undefined)	0	-19	-1	-4	-1	11	-0.5	-1
CCc1ccc(OCC(=O)N2CCN=C2c2ccccc2)cc1	-1	5	-3	-2	-3	4	5.0	6
Cc1sc2ncn(CC(=O)NCCCC(=O)Nc3ccc(C(C)C)cc3)c(=O)c2c1C	3	27	-6	0	5	2	1.1	6
CC(C)(C)OC(=O)CC[C@@H](C(=O)N1CCN(C(=O)OC(C)(C)C)CC1)n1cc(C(Cc2ccc(O)cc2)NC(=O)OC(C)(C)C)nn1 (some centres undefined)	3	11	-10	0	0	5	-0.2	1
O=C(CSc1nc2ccccc2c(=O)n1-c1ccccc1)N1CCc2ccccc21	-4	11	-7	-2	-5	2	-3.1	5
Cc1ccc(-c2nc(CSCC(=O)Nc3cc(C)on3)c(C)o2)cc1	0	16	-8	2	8	9	-0.2	-4

Results, from the start:
Structure	A3A deaminase	Gli-Sufu antag	APOBEC3G inh	GRIN3A LBD mod	CXCR6 inh	CCR6 antag	MPTP inh	EBI2 antag
O=C(NC1CCCC1)C(c1ccc(Cl)cc1)N(C(=O)c1csnn1)C1CC1 (centres undefined)	0	-19	-1	-4	-1	11	-0.5	-1
CCc1ccc(OCC(=O)N2CCN=C2c2ccccc2)cc1	-1	5	-3	-2	-3	4	5.0	6
Cc1sc2ncn(CC(=O)NCCCC(=O)Nc3ccc(C(C)C)cc3)c(=O)c2c1C	3	27	-6	0	5	2	1.1	6
CC(C)(C)OC(=O)CC[C@@H](C(=O)N1CCN(C(=O)OC(C)(C)C)CC1)n1cc(C(Cc2ccc(O)cc2)NC(=O)OC(C)(C)C)nn1 (some centres undefined)	3	11	-10	0	0	5	-0.2	1
O=C(CSc1nc2ccccc2c(=O)n1-c1ccccc1)N1CCc2ccccc21	-4	11	-7	-2	-5	2	-3.1	5
Cc1ccc(-c2nc(CSCC(=O)Nc3cc(C)on3)c(C)o2)cc1	0	16	-8	2	8	9	-0.2	-4
O=C(NC1CCCc2c1cnn2-c1cc(F)cc(F)c1)c1ccncc1 (centres undefined)	1	-7	4	0	-5	-1	-0.1	-3
Cc1cccc(/C(N)=N/OC(=O)C23CC4CC(CC(C4)C2)C3)c1	1	-16	-1	2	-10	5	0.0	14
CCOC(=O)N1CC=C2C(C#N)=C(N)C(C#N)(C#N)[C@H](c3ccccc3OCC)[C@H]2C1	-6	2	-8	-2	10	15	-2.6	12
O=C(NCc1ccco1)C1CC(c2cccc([N+](=O)[O-])c2)=NO1 (centres undefined)	5	-11	-3	-2	-2	5	0.4	-11
Cc1cccc(C(=O)O/N=C(\N)c2ccc(Br)cc2)c1	-2	-4	-4	9	-3	-13	-3.1	-4
Cc1c(CN2CCC(CO)(CCOc3ccccc3)CC2)c(=O)n(-c2ccccc2)n1C	0	9	-5	-1	-3	8	-2.7	3

A run of entries from the list above, for reference:
Structure	A3A deaminase	Gli-Sufu antag	APOBEC3G inh	GRIN3A LBD mod	CXCR6 inh	CCR6 antag	MPTP inh	EBI2 antag
Cc1cccc(C(=O)O/N=C(\N)c2ccc(Br)cc2)c1	-2	-4	-4	9	-3	-13	-3.1	-4
Cc1c(CN2CCC(CO)(CCOc3ccccc3)CC2)c(=O)n(-c2ccccc2)n1C	0	9	-5	-1	-3	8	-2.7	3

Following part.
Structure	A3A deaminase	Gli-Sufu antag	APOBEC3G inh	GRIN3A LBD mod	CXCR6 inh	CCR6 antag	MPTP inh	EBI2 antag
Cc1cc(C)n2c(SCC(=O)NC3CCCCC3)nnc2n1	2	-10	12	-4	-1	-4	-0.8	-6
COC(=O)c1ccccc1NC(=O)N1c2ccccc2CC1C (centres undefined)	-2	5	-2	-3	-6	12	3.4	10
O=C(CSc1nc2ccccc2o1)c1ccc2c(c1)OCCO2	3	2	11	-3	-3	-7	0.4	4
O=C(CCNC(=O)Cn1cnc2ccccc2c1=O)NCC1COc2ccccc2O1 (centres undefined)	1	-5	-2	4	-2	-3	-2.2	-2
COC(=O)C1OC1c1cc([N+](=O)[O-])ccc1OC (centres undefined)	.	10	.	0	3	2	0.3	-7
CC(NC(=O)c1cccnc1)C(c1ccccc1)N1CCN(C)CC1 (centres undefined)	-2	2	-5	2	-10	-8	0.2	3
O=C(CN1CCOCC1)NNC(=O)c1ccc(Cl)cc1	-5	-3	-7	0	-2	-3	0.0	0
COc1ccc(C(=O)O/N=C(\C)c2ccccc2)cc1	2	5	1	-1	-3	7	1.4	-6
COc1ccc(-c2nc(CS(=O)CC(=O)NC3CCCC3)c(C)o2)cc1OC (centres undefined)	2	9	1	0	-1	13	0.3	-12
COc1ccc(-n2ncc(N(C)n3cccc3)c(Cl)c2=O)cc1	3	1	6	0	-4	28	0.8	-3
CCOc1ccc(C(=O)NN2C(=S)NC(C)(C)C=C2C)cc1	-4	-7	7	1	0	12	1.7	-4
O=C(CSc1nc2cc(Cl)ccc2o1)Nc1ccc(N2CCOCC2)cc1	-1	-29	-2	-14	4	7	51*	-4
Cc1ccc(CNS(=O)(=O)c2c(C)n(C)c(=O)n(C)c2=O)cc1	0	8	-1	0	-7	-12	0.5	-7
Cn1nc(C(F)(F)F)c(-c2cccc(C(F)(F)F)c2)c1NC(=O)CSCC(=O)O	4	0	4	2	2	-9	1.7	-9
COc1ccccc1C(=O)COC(=O)CNS(=O)(=O)c1ccc(C)cc1	5	3	-2	0	-11	0	1.3	-9
CC(=O)N1c2ccc(S(=O)(=O)NCCC(=O)Nc3ncccc3C)cc2CC1C (centres undefined)	-1	-13	-7	-1	-6	9	-0.4	7
NC(=O)C1=C[C@H](C2CCCCC2)C[C@H](OCc2ccc(CO)cc2)O1	-3	-72	-5	0	2	8	-1.0	2
CCOc1ccccc1C(=O)N(Cc1ccccc1)Cc1cc2cc3c(cc2[nH]c1=O)OCCO3	0	-2	-5	-2	8	2	-1.5	10
Cc1ccc(OCC(=O)OCC(=O)c2ccccc2)cc1C	3	-10	5	4	4	6	1.7	-2
N#C/C(=C/c1cn[nH]c1-c1cccc(Br)c1)C(=O)O	1	2	-3	-2	-1	12	0.9	6
CCc1nnc(NC(=O)CSc2nnc(COc3ccc(C#N)cc3)n2-c2ccccc2)s1	2	16	-1	-1	-13	0	-0.3	-5
COc1ccc(CCNC(=O)c2nn(C)cc2Cl)cc1	-4	-41	4	-5	-6	10	-0.7	-1
CC1Cc2ccccc2N1C(=O)CN1CCN(S(=O)(=O)c2cccs2)CC1 (centres undefined)	1	.	2	0	4	5	-1.7	1
COC(=O)N1C(=O)[C@](c2ccc(Cl)cc2)(C(C)C)N1C(=O)OC	-3	-25	-3	-3	2	9	0.3	-3

Other structures
Value order – A3A deaminase	Gli-Sufu antag	APOBEC3G inh	GRIN3A LBD mod	CXCR6 inh	CCR6 antag	MPTP inh	EBI2 antag
CCC(CC)C(=O)Nc1cc(C)cc(C)c1
 : -4	-1	-6	2	-13	-2	-0.8	-6
CCCCc1ccc(NC(=O)CSc2nc3ncccc3[nH]2)cc1
 : -8	23	-6	-4	-9	-14	13	6
Cc1cc(OC(=O)c2cccc(C(F)(F)F)c2)c([N+](=O)[O-])c(=O)[nH]1
 : 0	3	-5	1	-6	-19	-1.8	5
CCOC(=O)c1cnn(-c2sc(C(=O)OCC)c(C)c2C(=O)OCC)c1N
 : -2	7	-3	-3	2	-2	88*	7
Cc1cc(C2C(=O)c3ccccc3C2=O)c(C)c(C)c1C
 : -4	7	-4	-1	16	10	0.8	0
CNc1ncc(-c2nnnn2-c2ccccc2)c(-c2ccccc2)n1
 : -2	12	-6	1	-7	0	3.4	5
CCOC(=O)c1ccc2nc(C(F)(F)F)[nH]c(=O)c2c1
 : -3	-1	-5	4	5	-6	1.4	-3
Cc1cc(-c2cccc(Br)c2)c(C#N)c(N)n1
 : -5	-9	-10	-2	-2	-3	-0.5	-10
CN(C)S(=O)(=O)c1cccc(C(=O)Nc2cccnc2)c1
 : -2	-3	-2	0	5	2	0.3	5
CCC(=O)Nc1ccc(C(=O)NNC(=O)C(c2ccccc2)c2ccccc2)cc1
 : 3	-6	0	-2	-3	5	-0.1	-7
CC1=CC[C@@]23CCCN2C(=O)CCC[C@H]3C1
 : 0	7	1	-2	10	22	-0.6	-4
CC(C(=O)NC1(C#N)CCCCC1)N(C)CC(=O)Nc1ccc(Cl)c(Cl)c1 (centres undefined)
 : -4	-5	-4	-7	-30	15	2.8	4
Cc1[nH]c2ccc3ccccc3c2c(=O)c1C/C=C/Cl
 : -2	-6	-6	-8	-6	10	-0.5	18
Cn1cccc1/C=N/N1CCN(Cc2ccc(Cl)cc2)CC1
 : -2	-8	-4	3	22	30	1.4	20
Cc1ccc(OC(=O)c2c(C)nn(-c3ccccc3)c2C)cc1
 : 3	-50	0	1	6	15	-0.9	11
COc1ccc(C(=O)C(OC(=O)c2ccccc2Cl)c2ccccc2)cc1 (centres undefined)
 : 1	-38	-6	4	11	23	-1.3	34
O=C(N/N=C/c1ccoc1)c1ccc(Cl)cc1
 : 6	-16	-2	2	0	-1	1.2	-10
CCOC(=O)CSc1nnc(-c2ccccc2)o1
 : -4	-4	-2	0	-3	1	-1.4	-2
O=C(O)c1cccc(Nc2nc(-c3cccnc3)nc3ccccc23)c1
 : -6	-6	-10	2	3	7	-0.8	15
CCN(CC)C(=O)Cn1cc(C(=O)C(=O)NCCCN2CCCCC2)c2ccccc21
 : 5	11	-6	2	-16	11	-0.5	-12
Cc1nnc(NC(=O)CCn2c(=O)oc3ccccc32)s1
 : 3	3	-6	1	4	-5	-4.9	-5
COc1ccc(OC)c(-c2nnc(SCC(=O)N3CCOCC3)o2)c1
 : 5	0	1	7	-9	-11	-0.1	-2
CC(C)CCN1C(=O)c2ccc(C(=O)Nc3c[nH]c(=O)[nH]c3=O)cc2C1=O
 : 0	2	5	0	6	10	-0.7	-1
CCCCn1nc(C(=O)Nc2ccc3c(c2)OCO3)c2ccccc2c1=O
 : -3	14	-5	-1	10	14	-1.2	18
Cc1cc(C)cc(NC(=O)CC2NCCNC2=O)c1 (centres undefined)
 : 6	3	-2	-3	-13	-4	-1.4	-2
COc1ccc(CCNC(=O)[C@H](C)NC(=O)[C@@H]2CSC3c4ccccc4C(=O)N32)cc1 (some centres undefined)
 : -4	2	-6	-1	1	1	-1.4	-4
COC(=O)C(C)Oc1ccc(=O)[nH]n1 (centres undefined)
 : -2	-13	1	0	-9	2	5.7	2
CCCCNC(=O)c1onc(CSc2cc(C)ccc2C)c1C(=O)O
 : -1	16	-9	0	10	6	2.2	-12
CC(/C=C1\SC(=S)N(NC(=O)c2ccc(O)cc2)C1=O)=C\c1ccccc1
 : 0	-11	-4	-9	-7	12	-0.9	-3
C=CCNc1nc(C(=O)OCC(=O)NCc2ccccc2OC)cs1
 : 1	-5	-10	1	5	15	0.1	6
COc1ccc(-n2cnnc2SCC(=O)Nc2cc(C(C)(C)C)nn2-c2ccccc2)cc1
 : 2	9	7	1	-5	19	-1.3	-5
Cc1ccnc(NC(c2cccnc2)c2ccc3cccnc3c2O)c1 (centres undefined)
 : -3	17	-6	-5	-1	-27	1.4	17
CCC(C)Nc1nc(-c2ccc3c(c2)NC(=O)CO3)cs1 (centres undefined)
 : -4	-6	-5	1	-11	-3	-6.2	6
Cc1nnc(N/N=C/c2ccccc2C(F)(F)F)n1N
 : -8	4	-8	2	0	-7	1.6	2
